14-3-3 Bad inh: disrupts binding of bovine 14-3-3 zeta to phospho-Bad peptide; AID 781; actives 0.71% (n = 220,000); TR-FRET 14-3-3zeta/Dy647-pBad peptide displacement, 1 h; inhibition, % at 21.7 µM;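 active = inhibition above about 70%, limit read from the data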;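 note: 0% = full 14-3-3 plus peptide FRET controls and 100% = background without 14-3-3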
EP2 modulator: modulators of human EP2 prostaglandin E2 receptor; actives 0.83% (n = 260,000); AID 940; EP2-expressing cells, cAMP HTRF FRET, PGE2 co-stimulation; induction, % at 25 µM;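 active = compounds whose cAMP rise, as percent of the full-agonist control response, exceeds 60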;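 note: rat C6 glioma line stably carrying human EP2 under a CMV promoter; the protocol text gives 20 µM as final concentration; 100% = response of wells given 1 µM PGE2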
NPY-Y1 PAM-ag: potentiators or agonists of human neuropeptide Y receptor Y1; NPY-Y1 expressing cells, potentiator/agonist activation; P25929; actives 0.37% (n = 220,000); AID 1304; activation, % at 3.6 µM; in the data active = activation above about 33%, passing the limit was not always enough;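 note: cells stimulated with NPY at EC10 then isoproterenol at EC100; 0% = low agonist plus stimulus and 100% = saturating agonist plus stimulus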
Target sequence (P25929 whole entry, looked up): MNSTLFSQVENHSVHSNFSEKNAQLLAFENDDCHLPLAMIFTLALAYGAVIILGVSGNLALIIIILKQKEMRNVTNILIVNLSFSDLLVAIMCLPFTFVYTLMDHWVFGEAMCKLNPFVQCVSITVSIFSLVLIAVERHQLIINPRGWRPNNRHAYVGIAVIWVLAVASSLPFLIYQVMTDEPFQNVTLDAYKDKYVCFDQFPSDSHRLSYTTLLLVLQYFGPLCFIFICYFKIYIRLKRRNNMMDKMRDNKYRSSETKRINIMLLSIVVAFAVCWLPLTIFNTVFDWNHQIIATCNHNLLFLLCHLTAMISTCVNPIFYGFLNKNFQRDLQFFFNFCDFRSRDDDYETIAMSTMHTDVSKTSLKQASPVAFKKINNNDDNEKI
NPY-Y1 antag: antagonists of human neuropeptide Y receptor Y1; HEK293-CNG Y1 cells, membrane potential fluorescence; NPY at EC95, then isoproterenol; inhibition, % at 3.6 µM; actives 1% (n = 200,000);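 active = inhibition above the campaign mean inhibition of all tested compounds plus 3 SD, cut at about 20% in these data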;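 note: 0% = DMSO wells given NPY plus isoproterenol and 100% = isoproterenol alone without NPY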
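Material: Y1- and CNG-channel-expressing HEK293 cells / Probe or stimulus: NPY 25 nM then isoproterenol 1 µM plus Ro 20-1724 25 µM / Doses: 3.6 µM single dose, DMSO 0.4% / Schedule: compound incubation 1 h at room temperature, readout 45 min post-stimulation / Signal: membrane potential fluorescence / Benchmarks: isoproterenol-only wells as full block versus NPY-plus-isoproterenol wells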
CHOP inhibitor: inhibitors of CHOP induction in ER stress response; AID 2732; actives 3.8% (n = 220,000); inhibition, % at 10 µM; CHO-K1 CHOP-promoter luciferase, tunicamycin-induced, 15-18 h;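 active = compounds that reduced the stress-induced luciferase reporter signal by more than about 70% of percent inhibition, limit read from the data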;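 note: 0% = tunicamycin plus vehicle and 100% = wells without tunicamycin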
PPC-1+TRAIL kill: PPC-1 cancer cell killing with TRAIL present. actives 0.41% (n = 220,000). PPC-1 cells + TRAIL, ATPLite viability luminescence. cell killing (% activity), % at 4 µM;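 active = cell killing above 50% in the first pass at 4 µM, then a duplicate retest at 5 µM averaging 50% or more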;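 note: plate controls were cells with TRAIL plus DMSO for no effect and medium-only wells lacking cells for full effect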
PGE2 EP2 inh: EP2 receptor (human) inhibition; AID 1422; actives 0.52% (n = 260,000); inhibition, % at 25 µM; C6 glioma cells expressing human EP2, cAMP TR-FRET; cells stimulated with saturating PGE2;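 active = percent inhibition above 40 after rounding to a whole number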;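 note: rat C6 glioma host cells with rolipram phosphodiesterase inhibitor present; the protocol text gives 20 µM as final concentration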
TRPML3 agonist: activates the human TRPML3 channel; Q8TDD5; HEK293 TRPML3-YFP, Fluo-8 calcium fluorescence; 100% = the carbachol control signal; activation, % at 3 µM; actives 0.29% (n = 220,000);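 active = activation above its plate's cutoff, the mean activation of the plate's test wells plus 3 SD, cut at about 12% in these data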;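 note: 0% = DMSO only wells and 100% = carbachol wells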
Target sequence (Q8TDD5 whole entry, looked up): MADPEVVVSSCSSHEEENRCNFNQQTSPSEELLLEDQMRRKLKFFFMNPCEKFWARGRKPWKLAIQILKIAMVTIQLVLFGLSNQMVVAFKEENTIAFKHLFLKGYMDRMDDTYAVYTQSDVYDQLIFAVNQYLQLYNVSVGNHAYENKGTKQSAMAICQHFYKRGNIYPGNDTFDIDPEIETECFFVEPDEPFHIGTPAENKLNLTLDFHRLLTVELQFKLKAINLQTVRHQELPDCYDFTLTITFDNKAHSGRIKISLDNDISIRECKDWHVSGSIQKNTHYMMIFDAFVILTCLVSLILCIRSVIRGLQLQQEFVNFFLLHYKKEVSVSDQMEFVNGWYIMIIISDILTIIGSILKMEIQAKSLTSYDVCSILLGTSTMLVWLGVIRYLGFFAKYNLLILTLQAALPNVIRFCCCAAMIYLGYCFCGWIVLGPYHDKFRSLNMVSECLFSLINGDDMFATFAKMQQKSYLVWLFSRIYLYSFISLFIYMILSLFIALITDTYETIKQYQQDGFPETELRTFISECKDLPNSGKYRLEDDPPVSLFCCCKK
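Test system – HEK293 line with stable expression of human TRPML3-YFP channel · Control set – carbachol 87 µM final as high control (100%), DMSO as low control (0%) · Signal – Fluo-8 calcium dye fluorescence, ex 470-495, em 515-575 nm · Incubation – 1-h 37 °C dye load, 5-s basal, 120-s post-compound reads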
zfTRPN1 agonist: agonists of zebrafish TRPN1 channel | HEK293 zebrafish TRPN1-YFP, Fluo-8 calcium fluorescence; 100% = response to 87 µM carbachol | activation, % at 3 µM | actives 0.18% (n = 220,000) | AID 1424;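 active = activation above its plate's cutoff, the mean activation of test wells on that plate plus 3 SD, cut at about 19% in these data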;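 note: 0% = DMSO alone and 100% = 87 µM carbachol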
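Material – zebrafish TRPN1-YFP in HEK293 cells · Doses – 3 µM single point · Schedule – dye 1 h 37 °C plus 30 min RT · Signal – Fluo-8 calcium fluorescence, excitation 470-495 nm, emission 515-575 nm · Read-out – % activation versus carbachol response · Control set – carbachol high, DMSO low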
Starred values were filed as active, the others as inactive; / = no result given; & = joins results of further samples; [ ] = remark or other dose.

Values in the order – 14-3-3 Bad inh, EP2 modulator, NPY-Y1 PAM-ag, NPY-Y1 antag, CHOP inhibitor, PPC-1+TRAIL kill, PGE2 EP2 inh, TRPML3 agonist, zfTRPN1 agonist
CC(=O)NC1N=C(C)N(c2ccccc2)C1=O (configuration not stated)
  -2, 0, 26, 2, 18, 17, 12, 1.3, 0.7
CC(=O)c1cc2c(cc1NC(=O)c1cc(C)nn1-c1ccccc1)OCO2
  2, 23, -27, 2, 31, -10, 8, 0.6, -1.4
O=C(COC(=O)CCc1c[nH]c(=O)[nH]1)Nc1ccccc1Cl
  -6, 4, 1, 5, 24, 15, 1, 1.2, 0.4
CCOC(=O)COc1ccc(S(=O)(=O)NCC2CCCO2)cc1 (configuration not stated)
  -5, 32, -2, 7, 32, 9, 7, 0.7, -1.8
O=C(O)c1ccccc1N/N=C/c1cc(Br)cc(Br)c1O
  32, -40, 1, /, -7, -12, 26, 0.7, 2.0
CC(C)(C)C(=O)Nc1nnc(-c2ccccc2)c(-c2ccccc2)n1
  -4, -14, -4, /, 2, -9, 16, 0.4, 0.3
O=S(=O)(c1ccc(F)cc1)N1CCn2c(nc3ccccc32)C1
  -3, -4, -1, 4, -5, -6, 13, -0.2, 0.0
CC1(C)OC(=O)C(=CNC(CO)C(=O)O)C(=O)O1 (configuration not stated)
  12, 12, 0, 1, 8, 3, 7, 0.6, 0.4
Cc1cc(SCC(=O)c2cccs2)n2nc(C)c(-c3ccc(Cl)cc3)c2n1
  -10[fluorescence artefact?], 7, -4, 2, 13, 27, 1, 0.9, 0.3
O=c1cc(CSc2ccc(S(=O)(=O)N3CCCCC3)cn2)nc2sccn12
  -3[fluorescence artefact?], 3, -7, -4, -3, -4, 6, -0.5, 0.8
COc1ccc(Cc2noc(-c3ccc(C)cc3)n2)cc1
  12, 12, -11, 5, 88*, 11, 8, -0.7, -0.3
COC1(OC)N=C(N)C2(C#N)C(c3ccc(F)cc3)C12C#N (configuration not stated)
  -13, 1, 14, -3, -8, 15, 12, 0.7, 1.9
Cc1c(Cl)cccc1NC(=S)N1CCCN(Cc2ccccc2F)C1
  -17, -50, 19, 2, -13, -7, 7, 1.0, 0.9
O=C(Nc1cccc(F)c1)c1ccco1
  14, -25, 1, 2, 2, -4, 8, -0.2, 2.8
COc1ccc(-c2cc3cc(C(=O)O)ccn3c2C(=O)c2ccccc2)cc1
  -19, 22, 7, /, -6, 1, 7, -0.4, -0.1
COc1ccc(C)c2sc(N(CCCN(C)C)C(=O)c3ccc(S(=O)(=O)N(C)C)cc3)nc12
  -5, -50, -18, 4, -13, 6, 10, 3.3, 1.4
CCC(CC)c1nnc(NS(=O)(=O)Cc2ccccc2)s1
  -6, 5, 4, 1, -3, 10, 10, 0.7, 0.9
O=C(Nc1nnc(Cc2ccccc2)s1)c1ccco1
  -15, -6, 4, 8, -34, 6, 5, -0.6, 0.4
COc1ccccc1CN1C[C@@H]2C[C@@H](c3[nH]c4ccc(C)cc4c3C)N3CCC[C@@]23C1=O
  -5, 12, 6, 7, 66, 3, 6, 0.0, -0.8
FC(F)(F)c1ccccc1NC(=S)N1CCCC1
  -1, 7, -15, /, 5, 16, 15, -0.1, 1.3
CCOc1ccc2nc(COC(=O)c3cccs3)c(C(C)=O)[n+]([O-])c2c1
  11, -56, 3, /, 1, -9, 11, 0.6, 1.5
COc1ccc(N2C(=O)CC(N3CCN(Cc4ccc5c(c4)OCO5)CC3)C2=O)cc1 (configuration not stated)
  -8, -19, 7, 3, 8, 16, 2, 0.8, 2.7
CCn1c(SC)nnc1C1CCN(S(=O)(=O)c2ccc(OC)cc2)CC1
  -5, 0, 23, -2, 5, 2, 10, 0.5, 3.0
CCOC(=O)c1cc2c(ccn2-c2ccc(F)cc2)n1CC(=O)NC(C)(C)C
  4, 1, -9, -1, 30, 4, 6, 0.0, -0.1
O=C(Nc1ccccc1Oc1ccccc1)c1cnccn1
  -15, 71*, -15, 5, 56, 1, 4, -0.3, -2.0
O=C(NC(=S)NC(c1ccccc1)c1ccncc1)c1ccccc1 (configuration not stated)
  -11[fluorescence artefact?], -10, 13, 0, 39, 23, 14, -0.2, 0.9
CCOC(=O)C1(CC2CCCCO2)CCN(C2CCSCC2)CC1 (configuration not stated)
  -4, -4, -2, 34*, 9, 27, 1, 1.0, -0.8
N#C/C(=C/c1ccc(N2CCOCC2)o1)C(=O)N1CCOCC1
  -3, 7, -1, 0, -10, 3, 5, 2.0, 3.5
COc1cc(C(c2nnnn2C2CCCC2)N2CCN(C)CC2)cc(OC)c1OC (configuration not stated)
  80*, -3&7, 16, -5, 12, 5, 13&5, 0.1, -0.4
Cc1ccc2c(CC(=O)Nc3cccc(S(=O)(=O)N4CCOCC4)c3)coc2c1
  3, -39, 11, 3, -14, 7, 6, 0.9, 1.1
CC1Cc2ccccc2N1C(=O)CSc1nc(-c2ccccc2)cs1 (configuration not stated)
  0, 38, -6, 5, 37, -7, 3, 0.4, -2.2
C=CCn1c(-c2c(C)nc3cc(C)ccn23)n[nH]c1=S
  21, 19, 15, 1, -13, 10, 2, 0.3, -0.4
Cc1ccc(CN(Cc2cc3cc(C)ccc3[nH]c2=O)C(=O)N2CCOCC2)cc1
  3, -9, -6, 5, 14, 9, 3, 0.1, -0.4
O=C(COC(=O)c1cccc(S(=O)(=O)NCc2ccccc2)c1)c1ccc2c(c1)OCCO2
  -5[fluorescence artefact?], 3, -9, -4, 26, 30, 8, 0.4, -0.9
N#CCC(=O)N/N=C/c1cn(Cc2cccc3ccccc23)c2ccccc12
  -4, -3, 6, /, 21, 7, 4, 0.5, 1.0
CC(C)CC(=O)Nc1cccc(-c2csc(-c3ccccc3)n2)c1
  12, -21, -4, 4, 68, 1, 14, -1.2, 0.5
Cn1nnnc1SCC(=O)Nc1ccccc1C(=O)NC1CC1
  13[fluorescence artefact?], 20, 9, -2, 11, 13, 14, 0.8, 1.9
CCCCNS(=O)(=O)C1CCS(=O)(=O)C1 (configuration not stated)
  -7[fluorescence artefact?], 21, -4, -2, 6, 19, 6, 0.7, 0.1
Cc1cc(=O)c2c(C)ccc(C)c2[nH]1
  7, 13, -11, /, 11, 0, 0, 1.1, 0.5
Cc1ccc(CNc2ccc(N3CCOCC3)c(C(=O)O)c2)s1
  -9[fluorescence artefact?], 11, 7, 3, 16, 19, 13, 0.6, -1.2
O=C(COc1ccccc1[N+](=O)[O-])NNC(=O)Nc1cccc2ccccc12
  1, -49, 2, -4, 13, 16, 13, 0.4, -1.1
CCCCCCCCOC(=O)c1c(CSC(=N)N)n(C)c2cc(Br)c(OC(C)=O)cc12
  85*, 23, -19, /, 100*, -2, 9, 0.4, 2.3
O=C(N/N=C/c1cccs1)/C(=C/c1ccccc1)NC(=O)c1ccccc1
  -8[fluorescence artefact?], -51, 4, 1, 6, 20, 5, -0.5, 0.9
CC(=O)c1ccc(N(C(=O)Cn2nnc3ccccc32)C(C(=O)NC2CCCCC2)c2cn(C)nc2C)cc1 (configuration not stated)
  -7[fluorescence artefact?], 35, -9, -3, 6, 8, 8, 0.5, -0.4
O=C(NC1CC(=O)c2sccc21)c1cccc(C(F)(F)F)c1 (configuration not stated)
  9, -1, 4, -6, 12, 15, 6, 0.1, 0.7
NC(=O)C1=C[C@@H](c2ccccc2)C[C@@H](OCc2ccc(CO)cc2)O1
  -2, -32, -1, -7, 18, 2, 10, 0.7, 1.8
CC(=O)NC(NC(=S)Nc1cccc(Br)c1)C(Cl)(Cl)Cl (configuration not stated)
  -5, -55, 15, /, 11, -1, 11, 0.6, -0.5
CC(C)(C)NS(=O)(=O)c1ccc2c(c1)oc(=O)c1cc(S(=O)(=O)NC(C)(C)C)ccc12
  /, -2, 20, -5, 8, 18, 10, 1.2, 0.4
O=c1nc(N2CCOCC2)nc2n1CCO2
  -5, -5, -8, 7, -13, 29, 13, 0.1, 0.1
COc1ccc([N+](=O)[O-])cc1Nc1ncnc2ccccc12
  -16, 4, 5, 4, 17, 12, 8, 0.7, 0.1
O=c1[nH][nH]c(-c2ccccc2)c1C=Nc1cccc(Cl)c1
  9, -37, 3, 0, -15, 19, 12, 0.4, 1.1
CC(C)NC(=O)C12CC3CC(C1)CC(C(=O)NC(C)C)(C3)C2
  7, 1, -8, -7, 2, 11, 2, 0.3, 0.6
CCCCCC(=O)Nc1nc(C)c(-c2csc(Nc3cc(Cl)ccc3C)n2)s1
  1, 18, 4, 5, 37, 2, 9, 0.4, -0.1
Fc1ccc(-n2cc(CNCCc3cccnc3)c(-c3ccccc3Cl)n2)cc1
  -15, -7, -5, 12, 31, 19, 8, 0.8, -1.1
N#C/C(=C(/O)COC(=O)c1ccc2c(c1)OCCO2)c1nc2ccccc2[nH]1
  -14, -64, 1, 2, -1, -2, 13, 0.3, 0.4
CC(C)(C)NC(=O)c1cc(NC(=O)c2ccco2)cc(NC(=O)c2ccco2)c1
  62, -4, 6, -8, 21, 36, 7, 0.7, 0.0
C#CCSc1nsc(SCC#C)c1C#N
  5, 36, 7, 7, 25, 6, 17, -0.6, -1.1
CCn1ncc([N+](=O)[O-])c1C(=O)Nc1cc(C)on1
  -9, 9, -16, 1, 2, 10, 9, 0.4, 0.1
O=C(CSc1nnc2ccccn12)N1CCOCC1
  4, 16, 1, -4, -4, 10, 5, 0.6, 1.7

This is a subset (hit frequency here may not be typical).
